Screening data deposited in PubChem BioAssay by Broad Institute.
CAL PDZ FP-1 – inhibitors of human CAL PDZ peptide binding; purified CAL PDZ, TMR-peptide fluorescence polarization, 1 h; AID 504414; Q9HD26; inhibition, % at 20 µM; 330,000 tested, 0.02% active;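 active means highest replicate inhibition of at least 40%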;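 further: plate controls were DMSO neutral control wells for no effect and unlabeled competitor peptide control wells for full effect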
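Material: tagged CAL PDZ protein CerCALP, purified; buffer or medium: sodium phosphate/NaCl buffer pH 7.4 with TCEP, IgG, Thesit; also added: fluorescent TMR peptide probe; schedule: 1 h incubation at room temperature before polarization reading; technique: fluorescence polarization from S- and P-plane intensities, G-factor corrected; control set: unlabelled peptide and DMSO controls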
CAL PDZ FP-2 – CAL PDZ (human) peptide binding inhibition | 300,000 tested, 0.92% active | Q9HD26 | purified CAL PDZ, TMR-peptide fluorescence polarization, 1 h | inhibition, % at 24.9 µM | AID 602252;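 active means mean inhibition of at least 30% with at least half of replicates also reaching 30%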;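 further: 0% = DMSO neutral control and 100% = excess unlabeled competitor peptide PRC23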
MITF act – increases MITF-driven TRPM1 promoter luciferase signal. SK-MEL-5 TRPM1-promoter luciferase, 24 h; % of positive control, neutral wells = 0. activation, % at 12.5 µM. 300,000 tested, 0.75% active;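 active means mean activation of at least 80% with every replicate also reaching 80%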;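 further: 0% = neutral control wells and 100% = parthenolide positive control wells; values of inactives mirror those of a sister screen read the other way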
NSD2 inh – NSD2 (human) methyltransferase inhibition. inhibition, % at 12.5 µM. AID 743445. NSD2 peptide methylation, AlphaScreen, 120 min. O96028. 310,000 tested, 0.54% active; in the data active means inhibition above about 50%
Rtt109 Vps75 – blocks Candida albicans Rtt109/Vps75 acetyltransferase activity. 330,000 tested, 0.16% active. AID 540336. Q5AAJ8. inhibition, % at 34.9 µM. purified Rtt109/Vps75, ThioGlo CoA-SH fluorescence, 4 h;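 active means inhibition of at least 50% in every replicate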
Target sequence (Q5AAJ8 whole entry, looked up): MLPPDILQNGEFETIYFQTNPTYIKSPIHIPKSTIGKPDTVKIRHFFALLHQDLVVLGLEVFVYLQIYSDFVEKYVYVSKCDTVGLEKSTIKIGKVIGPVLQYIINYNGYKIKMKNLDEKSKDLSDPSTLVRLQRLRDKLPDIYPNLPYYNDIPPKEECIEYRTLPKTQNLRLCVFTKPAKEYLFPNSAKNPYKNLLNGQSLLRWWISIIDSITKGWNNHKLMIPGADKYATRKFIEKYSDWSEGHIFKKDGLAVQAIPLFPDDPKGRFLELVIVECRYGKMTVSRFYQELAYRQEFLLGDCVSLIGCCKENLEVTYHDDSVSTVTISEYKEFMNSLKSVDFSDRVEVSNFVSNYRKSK
PfHsp90 yeast 2 – inhibits growth of yeast expressing Plasmodium falciparum Hsp90 | S. cerevisiae expressing PfHsp90, BacTiter-Glo ATP, 48 h; yeast lacking PDR1 and PDR3 efflux regulators | inhibition, % at 9.4 µM | 310,000 tested, 0.32% active;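 active means every replicate shows inhibition above about 80%, whatever the replicate mean, limit read from the data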;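 further: 0% = DMSO neutral controls and 100% = 20 µM radicicol positive controls; yeast relying on Plasmodium falciparum Hsp90 in place of its own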
SR-BI DiI inh – inhibitors of mouse SR-BI mediated HDL lipid uptake; inhibition, % at 12.5 µM; ldlA[mSR-BI] CHO cells, DiI-HDL uptake fluorescence, 3 h; 320,000 tested, 0.96% active; AID 488896;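 active means mean replicate inhibition of at least 70% and a set share of replicates each scoring 70 or more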;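 further: 0% = median of neutral control wells and 100% = median of positive control wells; values of inactives mirror those of a sister screen read the other way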
dFosB activator – activators of mouse delta FosB homodimer. AID 493131. 340,000 tested, 0.99% active. activation, % at 25 µM. purified delta FosB, TAMRA-CDK5 oligo fluorescence polarization; percent of positive-control signal above neutral wells. P13346;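 active means mean activation above about 17%, with every replicate also reaching it, limit read from the data, passing the limit was not always enough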;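 further: fluorescence polarization rise as delta FosB binds a TAMRA Cdk5 AP-1 oligo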
Target sequence (P13346 whole entry, looked up): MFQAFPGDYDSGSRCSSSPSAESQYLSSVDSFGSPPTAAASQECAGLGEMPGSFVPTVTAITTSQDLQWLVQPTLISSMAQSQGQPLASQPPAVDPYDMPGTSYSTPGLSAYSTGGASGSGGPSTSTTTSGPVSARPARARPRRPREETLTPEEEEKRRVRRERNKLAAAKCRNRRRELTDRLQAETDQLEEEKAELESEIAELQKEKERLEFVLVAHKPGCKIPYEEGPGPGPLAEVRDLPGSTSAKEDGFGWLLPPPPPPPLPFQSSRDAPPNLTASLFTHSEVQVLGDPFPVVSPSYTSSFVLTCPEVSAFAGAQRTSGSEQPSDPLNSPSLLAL
PvdQ inh – P. aeruginosa PvdQ acylase inhibition. purified PvdQ acylase, fluorescence plate reader. inhibition, % at 10 µM. 340,000 tested, 0.063% active. AID 488965; in the data active means inhibition above about 30%, passing the limit was not always enough;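 further: 0% = vehicle neutral wells and 100% = reference inhibitor wells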
SR-BI uptake up – enhances SR-BI lipid uptake from DiI-HDL; 320,000 tested, 0.096% active; activation, % at 12.5 µM; CHO ldlA[mSR-BI] cells, DiI-HDL uptake fluorescence, 3 h; 100 = double the neutral-control signal;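 active means mean replicate activation of at least 60% and every replicate at or above 60%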;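 further: 0% = median plate neutral-control signal and 100% = twice that signal; values of inactives mirror those of a sister screen read the other way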
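Material: SR-BI-overexpressing, LDLR-lacking CHO cells | Dosing: Single compound concentration, delivered by pin transfer | Probe or stimulus: Labelled HDL, 10 µg/mL | Signal: Bottom-read cell fluorescence after medium removal, ex 550/em 595 nm | Schedule: 3 h, 37 °C | Evaluation: HDL uptake via cellular fluorescence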
* marks the source's active call; other numbers are inactive results; x = no result given.

CAL PDZ FP-1,CAL PDZ FP-2,MITF act,NSD2 inh,Rtt109 Vps75,PfHsp90 yeast 2,SR-BI DiI inh,dFosB activator,PvdQ inh,SR-BI uptake up,SMILES
0.3,-1,7,0,7,4,1,-5,3,-1,O=C(Nc1ccncc1)C1CCN(S(=O)(=O)c2ccc(Cl)c(C(F)(F)F)c2)CC1
-2.2,-4,9,2,9,11,-1,-4,13,1,CC1CCN(C(=O)/C(=C\c2ccccc2)NC(=O)c2ccccc2)CC1
-0.5,-2,3,-6,-3,-6,7,0,15,-7,Cc1ccc(OCc2nnnn2-c2ccccc2)cc1
-0.7,-2,-9,3,-10,18,21,-16,-15,-21,C=CCn1c(SCC(O)Cn2c3ccccc3c3ccccc32)nnc1-c1ccco1 (configuration not stated)
-2.3,-5,-2,-1,-5,16,17,-12,-14,-17,CC(=O)c1cccc(NC(=S)Nc2cccc3ccccc23)c1
-6.9,-2,16,-4,-1,36,2,-3,-13,-2,CCOc1nc(NCCO)nc(Nc2ccccc2F)n1
-1.3,-3,-7,1,x,3,-21,-2,4,21,Cc1ccc(C(c2c(O)nc3n(c2=O)CCS3)c2c(O)nc3n(c2=O)CCS3)cc1
0.2,-3,51,0,3,-15,-8,3,2,8,CCOC(=O)c1ccc(CNCc2ccccc2)cc1
-0.5,-1,-1,x,-10,-3,-17,-1,0,17,CC(O)(P(=O)(O)O)P(=O)(O)O
-2.6,-3,-3,-3,-1,2,-3,1,-10,3,O=C(NCCCC(=O)N1CCCCC1)c1ccc(Cl)cc1
-0.3,-1,7,1,5,-23,45,0,-7,-45,CN(c1ccc(C(=O)NCCSC(C)(C)C)cc1)S(=O)(=O)c1ccccc1
-0.7,-7,x,3,11,11,8,-2,3,-8,O=C(Nc1ccccc1-c1ccccc1)c1ccccc1[N+](=O)[O-]
-0.6,-8,-5,x,-5,-5,6,3,1,-6,C/C(=C\C(=O)OCCCCCCCCC(=O)O)C[C@@H]1OC[C@H](C[C@@H]2O[C@H]2[C@@H](C)[C@H](C)O)[C@@H](O)[C@H]1O
-0.4,2,-6,-1,-8,-14,17,-7,-27,-17,O=C(CN1C(=O)/C(=C\c2cccc(F)c2)Oc2ccccc21)N1CCN(c2ccccn2)CC1
0.2,-5,2,-5,-1,-14,-7,-1,-10,7,COc1cccc(-c2cc(C(=O)NN3CCOCC3)c3ccccc3n2)c1
-2.3,-5,x,0,3,7,41,3,3,-41,COc1ccccc1C(=O)Nc1ccc2c(c1)nc(CN1CCN(C(C)=O)CC1)n2C
0.2,-1,-6,7,-1,5,45,3,-2,-45,O=[N+]([O-])c1ccccc1/C=N/N1CCN(c2ccc(Cl)cc2)CC1
-0.4,1,x,x,10,22,-1,2,1,1,C[C@@H](C(=O)NCCc1c[nH]c2ccccc12)[C@@H]1C[C@@]1(C)[C@@H](NC(=O)OCc1ccccc1)c1ccccc1
-2.1,-6,-2,-2,25,6,-1,-1,10,1,CC1=C(CC(=O)NCC(=O)NCC(=O)O)c2cc(F)ccc2/C1=C/c1ccc(S(C)=O)cc1 (configuration not stated)
-2.6,-4,-15,-7,15,0,27,-13,8,-27,CCCCN(C)C(=S)Nc1ccc2nc3n(c(=O)c2c1)CCCCC3
0.0,x,x,x,-10,11,53,-1,5,-53,COc1cccc(C2=NOC(C(=O)N3CCN(c4ccccc4)CC3)C2)c1OC (configuration not stated)
-1.1,x,15,0,1,x,-49,-7,0,49,CCC(NC(=O)c1ccccc1NC(=O)c1ccc(C)cc1)C(=O)O (configuration not stated)
-3.1,-3,-8,-1,-5,-8,57,-1,-7,-57,N#Cc1cc(-c2ccccc2)nc(Oc2ccc(Cl)cc2)n1
-1.5,1,4,0,-53,3,-8,-1,-7,8,CC(C)(C)NC(=O)COC(=O)c1cc(S(=O)(=O)N2CCCCC2)ccc1N1CCOCC1
-0.1,4,4,-4,-6,-7,22,-8,-6,-22,c1ccc(-c2cc3c(N4CCN(c5ccccc5)CC4)ncnc3s2)cc1
-1.9,-1,4,0,-19,7,-20,-3,-6,20,COc1ccc(C)cc1S(=O)(=O)Nc1cc2c3c(c1)CCN3C(=O)CC2
-0.2,4,-2,1,6,7,22,0,6,-22,NNC(=O)c1ccc(Oc2cc(Cl)cc(Cl)c2)o1
0.3,-3,x,x,7,-8,33,2,8,-33,CCOC(=O)c1cccc(NC(=O)C2CCCN(c3nnc(N4CCCC4=O)s3)C2)c1 (configuration not stated)
-1.0,-1,-5,6,-13,-7,6,-7,-8,-6,O=C(CN1C(=O)NC2(CCCc3ccccc32)C1=O)NCc1ccco1 (configuration not stated)
-2.3,x,24,-2,-3,x,49,-13,-4,-49,COc1cc(OC)cc(C(=O)Nc2cccc(C(C)=O)c2)c1
0.5,1,5,0,4,6,1,2,-10,-1,CC(=O)N1N=C(c2ccc(C)c([N+](=O)[O-])c2)OC1(C)C
-0.3,-5,78,11,4,5,-19,-4,-3,19,[O-]/[N+](=C\c1ccncc1)c1ccc(Br)cc1
-2.4,1,1,1,19,17,12,5,3,-12,O=c1ccc(-c2ccc(S(=O)(=O)NCc3cccc(Br)c3)s2)n[nH]1
0.1,-1,x,-1,-2,-88,5,6,-2,-5,O=C(COC(=O)c1cc2ccccc2cc1O)Nc1ccccc1F
x,-3,-9,1,8,-33,4,4,-4,-4,CN(C)c1nc(/C=C(\C#N)C(N)=O)c(Cl)n1-c1ccc(F)cc1
-3.5,-2,-1,x,10,14,0,-1,7,0,NS(=O)(=O)c1ccc(CCNC(=O)C2CCN(S(=O)(=O)c3cccc4cccnc34)CC2)cc1
0.0,0,4,x,-14,3,-18,-1,-7,18,O=C(NCCCN1CCCC1)c1ccc(CS(=O)(=O)c2ccc(Br)cc2)o1
0.1,-7,9,2,9,30,0,-3,-11,0,CCOC(=O)CNC(=O)CSc1nc2cccnc2n1CC
-2.4,-6,x,x,x,x,19,1,1,-19,CC(=O)Nc1ccc(SC(C)C(=O)NC(N)=O)cc1 (configuration not stated)
-0.3,-2,5,5,1,-4,-11,-3,1,11,COc1ccc(NC(=O)CSc2nnc(-c3cc(C)[nH]n3)n2N)cc1
-1.7,-3,0,0,2,-3,30,-20,-8,-30,CCS(=O)c1ccccc1C(=O)OCC(=O)Nc1ccc2ccccc2c1 (configuration not stated)
-1.0,0,-7,-4,3,5,-4,-11,-14,4,Cc1ccc2[nH]c(=O)cc(C(=O)OC(C)C)c2c1
0.5,-4,-4,-4,5,x,-16,2,-10,16,O=C(NCCN1C(=O)S/C(=C\c2cccs2)C1=O)c1ccco1
-0.8,-5,2,x,4,4,-11,1,8,11,CCOc1ccc([C@@H]2CC=C(C(=O)O)[C@H](c3ccc(Cl)cc3)N2S(=O)(=O)c2ccc(C)cc2)cc1
0.1,-5,0,2,4,x,10,-5,-14,-10,CCC(Oc1ccccc1)C(=O)N(CC)CC(=O)NCc1ccc(F)cc1 (configuration not stated)
0.3,6,-6,2,-6,6,-4,-1,-6,4,O=S1(=O)CCN2C(c3cccc4ccccc34)=CSC2=N1
-0.6,-3,4,0,-8,-3,-2,-6,-11,2,Cc1cccc(C(=O)Nc2nnc(-c3cccnc3)o2)c1
0.2,-4,-2,x,7,-14,3,-10,-15,-3,C=CC[C@@H](Cc1ccc(F)cc1)C(=O)OC[C@H]1CCCN1C(=O)[C@@H](CC=C)CC(=O)N[C@@H](CO)Cc1ccccc1
-1.0,-2,-6,-2,-4,11,2,0,-14,-2,O=C(CCNS(=O)(=O)c1ccccc1)OCc1nc2ccsc2c(=O)[nH]1
-2.0,-5,6,-2,-4,6,-9,15,-8,9,O=C(Cn1c2ccccc2c2nc3n(c(=O)c21)CCS3)Nc1ccccc1

Reprinted from the entries so far for reference:
CAL PDZ FP-1,CAL PDZ FP-2,MITF act,NSD2 inh,Rtt109 Vps75,PfHsp90 yeast 2,SR-BI DiI inh,dFosB activator,PvdQ inh,SR-BI uptake up,SMILES
-1.7,-3,0,0,2,-3,30,-20,-8,-30,CCS(=O)c1ccccc1C(=O)OCC(=O)Nc1ccc2ccccc2c1 (configuration not stated)
-1.0,0,-7,-4,3,5,-4,-11,-14,4,Cc1ccc2[nH]c(=O)cc(C(=O)OC(C)C)c2c1
0.5,-4,-4,-4,5,x,-16,2,-10,16,O=C(NCCN1C(=O)S/C(=C\c2cccs2)C1=O)c1ccco1
-0.8,-5,2,x,4,4,-11,1,8,11,CCOc1ccc([C@@H]2CC=C(C(=O)O)[C@H](c3ccc(Cl)cc3)N2S(=O)(=O)c2ccc(C)cc2)cc1
0.1,-5,0,2,4,x,10,-5,-14,-10,CCC(Oc1ccccc1)C(=O)N(CC)CC(=O)NCc1ccc(F)cc1 (configuration not stated)

(cont.)
CAL PDZ FP-1,CAL PDZ FP-2,MITF act,NSD2 inh,Rtt109 Vps75,PfHsp90 yeast 2,SR-BI DiI inh,dFosB activator,PvdQ inh,SR-BI uptake up,SMILES
0.3,-1,x,-1,1,4,5,13,3,-5,CCOC(=O)Cn1c2ccc(OC)cc2c2nc3ccccc3nc21
-1.4,-1,4,-5,x,3,-16,-5,30*,16,Cc1ccc(CCNC(=O)CCS(=O)(=O)c2ccc(Br)cc2)cc1
-2.9,-3,1,-1,-3,-1,2,-13,-13,-2,COCCCNCC#CCOc1ccc(OC)cc1
-6.2,-4,4,-2,-7,-21,5,-31,-7,-5,Cc1cccc(/C=N/N(CCO)C2=NS(=O)(=O)c3ccccc32)c1
0.7,x,1,-1,0,5,-10,-1,7,10,CCOC(=O)N/N=C/c1cccnc1
0.9,-1,x,0,1,-10,3,2,-10,-3,CC(=O)c1ccc(OC(C)C(=O)OCC(=O)NCCc2ccccc2)cc1 (configuration not stated)
-0.3,23,-6,1,-2,-21,7,-23,-8,-7,CC(SC(C)C(=O)NN=Cc1cccc(Cl)c1)C(=O)NN=Cc1cccc(Cl)c1 (configuration not stated)
-2.7,1,7,0,18,-6,-9,-5,6,9,Cc1ccc(S(=O)(=O)Nc2cccc(C(=O)NCCN3CCOCC3)c2)cc1F
-0.9,-2,-8,20,-3,20,-1,-8,-14,1,COc1ccccc1C1C(C(=O)c2sc(C)nc2C)=C(O)C(=O)N1CCN1CCOCC1 (configuration not stated)
-1.8,-2,8,11,-7,14,-9,-2,2,9,O=C(N/N=C/c1ccc2c(c1)OCO2)C1COc2ccccc2O1 (configuration not stated)
1.4,-1,x,-1,-4,15,-7,-11,0,7,O=C1C=C(c2ccccc2)OC2(CCCC2)O1
6.5,-4,-5,x,-12,3,x,-8,-19,x,CC(C)c1cc(CNC(=O)CCc2nnc(CCCCc3ccccc3)o2)on1
0.0,6,6,1,5,35,-22,-4,9,22,COC(=O)c1cn(NC(=O)Cc2ccc(OC)c(OC)c2)c(=O)c2ccccc12
